TDP1 cell noCPT: qHTS for Inhibitors of human tyrosyl-DNA phosphodiesterase 1 (TDP1): qHTS in cells in absence of CPT; DT40 Tdp1-/- hTDP1 cells, no CPT, ATP luminescence, 48 h; Potency, µM (doses to about 46.2 µM), inactives show at the highest dose activity change, negative = growth inhibition, usual class: inhibitors; 15% of 420,000 active; AID 686978, 2013; also: nearly all actives have a fitted effect of over 55% in size
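Stably hTDP1-transfected Tdp1-null chicken DT40 cells were treated with library compounds minus camptothecin and grown for at least 48 hr at 37 °C, after which cellular ATP was quantified by luminescence.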
DT40 TDP1 CPT: growth inhibition of DT40 Tdp1-/-;hTDP1 cells with camptothecin (screen for TDP1 inhibitors) | 12% of 420,000 active | Potency, µM (highest dose often 46.2 µM), for the others: at the highest dose activity change, negative = growth inhibition, hits mostly inhibitors | chicken DT40 Tdp1-/-;hTDP1 cells + 20 nM CPT, ATP luminescence, 48 h; also: nearly all actives have a fitted effect of over 55% in size
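Cell growth measured by CellTiter-Glo luminescence after a minimum 48 h, 37 C compound exposure with 20 nM CPT in Tdp1-knockout DT40 cells stably expressing hTDP1, seeded 400/well; qHTS titration format.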
TDP1 block: inhibitors of human tyrosyl-DNA phosphodiesterase TDP1. Q9NUW8. recombinant TDP1, AlphaScreen DNA substrate cleavage. Potency, µM (highest dose often 130 µM), for the others: at the top dose activity change, negative = inhibition, usual class: inhibitors. 0.28% of 350,000 active. AID 485290; also: nearly all actives have a fitted effect of over 40% in size
Target sequence (Q9NUW8 whole entry, looked up): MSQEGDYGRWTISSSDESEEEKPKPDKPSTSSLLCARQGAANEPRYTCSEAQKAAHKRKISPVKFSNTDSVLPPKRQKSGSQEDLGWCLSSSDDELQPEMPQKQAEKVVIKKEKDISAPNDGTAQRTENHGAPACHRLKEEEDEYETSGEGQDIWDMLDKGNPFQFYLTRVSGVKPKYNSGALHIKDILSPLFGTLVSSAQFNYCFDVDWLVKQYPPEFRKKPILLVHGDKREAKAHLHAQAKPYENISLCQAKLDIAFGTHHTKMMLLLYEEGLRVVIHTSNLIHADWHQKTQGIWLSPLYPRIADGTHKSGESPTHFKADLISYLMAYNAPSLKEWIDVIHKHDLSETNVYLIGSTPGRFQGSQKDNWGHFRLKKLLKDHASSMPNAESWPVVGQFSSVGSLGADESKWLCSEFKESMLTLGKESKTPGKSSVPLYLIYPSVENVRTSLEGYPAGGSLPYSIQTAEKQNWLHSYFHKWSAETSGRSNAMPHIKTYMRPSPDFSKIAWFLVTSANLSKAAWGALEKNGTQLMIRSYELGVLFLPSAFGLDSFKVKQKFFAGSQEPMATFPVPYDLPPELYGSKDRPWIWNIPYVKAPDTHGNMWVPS
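AlphaScreen read-out: signal falls as enzyme removes the 3' tyrosine-FITC from a 5'-biotinylated DNA oligo (15 nM, 5 min, RT). Enzyme was E. coli-made recombinant Tdp1 at 1 nM, exposed to compound for 15 min beforehand; beads 10 ug/ml, 10 min.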
Starred values were filed as active, the others as inactive; u = inconclusive; x = no result given; & = joins results of further samples; [ ] = dose if it differs, or a comment. Calls follow the shape of the dose curve; as a rule, active = well fitted curve in the direction sought with a large enough effect; inconclusive = small, poorly fitted or top-dose-only effect, or another doubt; inactive = no such curve, though single readings can be large; an effect the other way counts as inactive or inconclusive. % is scaled to controls: 0 for no effect and ±100 for the full control effect; potency is read from the fitted curve at half-maximal effect.

SMILES | TDP1 cell noCPT | DT40 TDP1 CPT | TDP1 block
Clc1ccc2nc(-c3cccc(Br)c3)c(Cc3ccccc3)n2c1 | u | -21% | x
COc1ccc(-n2c(SCC(=O)Nc3cc(C)on3)nc3c(c2=O)SCC3)cc1 | u | -18% | 5%
CC(OC(=O)c1ccc(-n2cnnn2)cc1)C(=O)Nc1ccccc1[N+](=O)[O-] (stereo not drawn) | u | u | 3%
COc1ccc(-c2ccnc3c(C(=O)O)cnn23)cc1 | 4% | -2% | -6%
CCN(CC)CCNC(=O)c1ccc(CSc2nc3ccncc3n2Cc2cccc(F)c2)cc1 | u | u | 5%
O=C(NC1C=CS(=O)(=O)C1)c1ccccc1 (stereo not drawn) | 3% | 31%[activator] | 3%
Cc1ccc(C)c(N2CCN(C(=O)CN3C(=S)NC(C)(C)CC3C)CC2)c1 (stereo not drawn) | 23µM* | 23µM* | 5%
Cc1cc(NC(=O)OC(C)(C)C)c(-n2nnnc2C(C(=O)c2ccc3c(c2)OCO3)N2CCN(c3ccccn3)CC2)cc1C (stereo not drawn) | 16µM* | 23µM* | x
Cc1ccc(C)c(N2CCN(S(=O)(=O)c3ccc4c(c3)NC(=O)CO4)CC2)c1 | 14% | -5% | 3%
COc1ccc2cc(C(=O)C3CCCN(C(=O)/C=C/c4ccccn4)C3)ccc2c1 (stereo not drawn) | 21µM* | u | 3%
CCOCCCNc1ccc(-c2ccccc2)nn1 | -10% | u | 3%
CCc1nnc(NS(=O)(=O)c2ccc(N=Cc3c(C)[nH]n(-c4ccc(C)cc4)c3=O)cc2)s1 | 11µM* | 12µM* | 5%
O=C(Nc1ccccc1C(=O)OCc1nnc(-c2ccccc2)o1)c1ccco1 | -11% | -11% | 5%
Cc1c(O)ccc2c(CC(=O)N[C@@H](Cc3c[nH]c4ccccc34)C(=O)O)cc(=O)oc12 | 3% | 2% | x
Cc1ccccc1NC(=O)C1CCC(C)(C(=O)O)C1(C)C (stereo not drawn) | 10% | 7% | 7%
CCOC(=O)c1ccc(-n2c(C)nc3c(cnn3-c3ccccc3Cl)c2=O)cc1 | -24% | -21% | -4%
CC(=O)Nc1nonc1NC(=O)CSC1=NCCS1 | -16% | 4% | 4%
Cc1oc(-c2ccccc2Cl)nc1CN1CCCCC1c1cccnc1 (stereo not drawn) | -27% | -18% | 0%
CC1(C(=O)NS(=O)(=O)C2CC2)CCN(C(=O)COc2ccc(Cl)cc2Cl)C1 (stereo not drawn) | 2% | -1% | x
Cc1c(NC(=O)CN2CCN(c3ccc(O)cc3)CC2)c(=O)n(-c2ccccc2)n1C | u | u | -8%
CN1CCN(c2nc3c(c(=O)[nH]c(=O)n3C)n2CCOc2ccccc2)CC1 | u | u | 2%
Cc1oc(-c2ccccc2)nc1CC(=O)O | -1% | -2% | 1%
CC(C)Cn1cc(NC(=O)N2CCN(c3ccc(F)cc3)CC2)c2ccccc2c1=O | 18µM* | 15µM* | 6%
CCOC(=O)N1CCN(C(=O)COC(=O)c2ccc(N(C)C)cc2)CC1 | 1% | u | 0%

As entered above.
TDP1 cell noCPT with Cc1ccccc1NC(=O)C1CCC(C)(C(=O)O)C1(C)C (stereo not drawn) reads 10%
TDP1 cell noCPT with Cc1oc(-c2ccccc2)nc1CC(=O)O reads -1%

(list continues)
SMILES | TDP1 cell noCPT | DT40 TDP1 CPT | TDP1 block
O=C(CCCCn1c(=O)c2ccccc2n(CC(=O)Nc2ccc(F)cc2F)c1=O)NCCc1ccccc1 | -23% | -12% | 2%
CCOc1ccc(-c2c(=O)n(OCc3ccc([N+](=O)[O-])cc3)c3ccccc3[n+]2[O-])c(OCC)c1 | u | u | x
COc1ccc(S(=O)(=O)N2CCN(C(=O)c3sccc3-c3ccccc3)CC2)cc1 | 21µM* | 15µM* | -10%[0.505 µM]
CC(C)Oc1cc(F)ccc1-c1cc(C(=O)NC2CCCCC2)[nH]n1 | u | 21µM* | x
CC1(C(=O)NS(=O)(=O)Cc2cccc(Cl)c2)CCN1C(=O)C1(c2ccc(Cl)cc2)CCC1 (stereo not drawn) | -14% | -12% | x
CC(CN1CCc2nnc(CNC(=O)c3cccc(F)c3)n2CC1)c1ccccc1 (stereo not drawn) | u | -3%[9.04 µM] | x
Cc1ccc(S(=O)(=O)N2CCOCC2)cc1C(=O)OCC(=O)NC1CCCC(C)C1C (stereo not drawn) | 4.6µM* | 15µM* | -7%
COc1ccc(C)c2sc(NC(=O)CCS(=O)(=O)c3ccccc3)nc12 | 16µM* | 23µM* | 7%[56.1 µM]
CCOc1ccc(NC(=O)CCn2cccc2)cc1 | 0% | 4% | 4%
Cc1ccc(N(CC(=O)NCc2ccco2)C(=O)CCC(=O)Nc2ccccn2)c(C)c1 | -21% | -9% | -1%
O=C(Nc1nnc(S(=O)(=O)N2CCCCCC2)s1)c1ccc(Br)cc1 | -6%&-23% | -10%&-21% | 10%
CC1CCC(NC(=O)c2ccc3c(c2)N(Cc2ccccc2F)C(=O)c2ccccc2S3(=O)=O)CC1 (stereo not drawn) | u | -11% | 1%

Single records, from the list above.
`CN1CCN(c2nc3c(c(=O)[nH]c(=O)n3C)n2CCOc2ccccc2)CC1` is listed with TDP1 cell noCPT: u; DT40 TDP1 CPT: u; TDP1 block: 2%
`O=C(NC1C=CS(=O)(=O)C1)c1ccccc1` (stereo not drawn) is listed with TDP1 cell noCPT: 3%; DT40 TDP1 CPT: 31%[activator]; TDP1 block: 3%

Other results
SMILES | TDP1 cell noCPT | DT40 TDP1 CPT | TDP1 block
CCCCCCn1cc(CN2CC(N3CCN(C)CC3)CS2(=O)=O)nn1 (stereo not drawn) | -4% | -25% | x
CC(C)c1ccc(NC(=O)C2(C)Cc3c(-c4ccc5c(c4)OCO5)ccnc3O2)cc1 (stereo not drawn) | u | 23µM* | x
CC(CCc1ccco1)NC(=O)CCc1nnc2ccc(NCc3ccc(Cl)cc3)nn12 (stereo not drawn) | -16% | 1% | 2%
Cc1ccc(CC2CC(=O)N(c3ccc4c(c3)OCCO4)C2=O)cc1 (stereo not drawn) | -5% | 0% | 1%
O=C(O)c1ccc2c(c1)C(=O)/C(=C/c1ccccc1)C2=O | -14% | -14% | x
CC(=O)CSc1nc2c(c(=O)[nH]c(=O)n2C)n1Cc1cccc(Br)c1 | u | u | x
CCOc1ncccc1C(=O)OCC(=O)N(CC)c1ccccc1 | -14% | 6% | -5%
O=C(COC(=O)c1n[nH]c2ccccc12)NC1CCCCC1 | 6% | -4% | 0%
COc1ccc(NC(=O)N2CCC3(CC2)CCN(C(=O)c2cnccn2)CC3)cc1 | -24% | 7% | x
CC(=O)Nc1cccc(-c2nc3ccccc3o2)c1 | u | -11% | x
Cc1ccc(C(=O)CNc2ccccc2C)cc1 | -9% | 1% | 5%
COc1ccccc1-c1cccc([C@@H]2C[C@H]3[C@H](CON3C)CN2C(=O)CCc2ccccc2)c1 | u | 18µM* | x
NC/C=C\C(=O)O | 0%&0% | -1%&1% | u
O=c1c2c3c(sc2nnn1Cc1ccc(F)cc1)CCCC3 | u | u | -5%
CCOc1ccccc1NC(=O)COC(=O)c1cc(C)oc1C | -23% | -4% | 0%
CC(=O)c1ccc(NC(=S)Nc2cccc(Cl)c2C)cc1 | -30% | -7% | 0%
Cc1noc(NS(=O)(=O)c2ccc(NC(=O)c3cc(S(=O)(=O)N(C)c4ccccc4)ccc3Cl)cc2)c1C | -13% | -14% | x
Nc1nc(=O)n(C2CC(O)C(CO)O2)cc1F (stereo not drawn) | u | u | x
COC(=O)CSc1nc(C)cc(Oc2ccccc2)n1 | -17% | 0% | 0%
CCc1cc(C(=O)N/N=C/c2ccc(OC)cc2)c2ccccc2n1 | 3.3µM* | 7.3µM* | x
Cc1cccc(NC(=O)CSc2nc(-c3ccccc3Cl)nc3c2Cc2c(CO)cnc(C)c2O3)c1C | 1% | -12% | 10%
O=C(CC1C(=O)NCCN1Cc1c(F)cccc1Cl)NCc1ccccc1 (stereo not drawn) | 3% | -1% | 6%
C[C@H](CO)N1C[C@H](C)[C@@H](CN(C)C)Oc2c(NC(=O)Cc3ccccc3)cccc2C1=O | -24% | u | 0%
Cn1cc[n+](C)c1COc1ccc(C=O)cc1 | 3% | -6% | x
O=C(Cc1cccc(NC(=O)C2CCN(C(=O)C3CCCC3)CC2)c1)Nc1cccc(C(=O)N2CCCC2)c1 | -23% | -6% | 7%
Clc1ccc(-c2noc(CSc3nnc(-c4ccncc4)n3-c3ccccc3)n2)cc1 | u | u | 4%
CCN(CC)CCC(c1cc(OC)c(OC)c(OC)c1)c1c(OC)cc(OC)c2ccc(=O)oc12 (stereo not drawn) | u | u | 5%
O=C(CN1CCOCC1)N1c2ccccc2Sc2ccc(Cl)cc21 | -27% | -11% | x
NS(=O)(=O)c1ccc(NS(=O)(=O)c2ccc(NC(=S)Nc3ccccc3)cc2)cc1 | -7% | 17% | -1%
CCC(Oc1ccccc1)C(=O)N(CC)CC(=O)NCc1ccc(F)cc1 (stereo not drawn) | -14% | -17% | -1%
O=c1c2cc(N3CCOCC3)ccc2[nH]c(=S)n1Cc1ccccn1 | -12% | -13% | -11%
Cc1cccc(C)c1NC(=O)COC(=O)CNC(=O)C1CCCCC1 | 4% | -5% | 0%[56.1 µM]
CCOc1ccc(C(=O)O[C@H]2[C@H](Cc3ccccc3)NS(=O)(=O)[C@H]3C[C@@H]4C=C[C@]23O4)cc1 | -29% | u | 2%
CCNC(=O)CSc1nc(-c2ccc(F)cc2)cs1 | -26% | -18% | 6%
COc1ccc(-c2c[n+]3c4n2CCCCC4=C(c2ccccc2)C3)cc1 | 5.2µM* | 3.3µM* | 2%
CCOC(=O)C(NC(=O)Nc1ccccc1)(OCC)C(F)(F)F (stereo not drawn) | -20% | -4% | 5%

Shown field by field: part of the list above
> CCN(CC)CCC(c1cc(OC)c(OC)c(OC)c1)c1c(OC)cc(OC)c2ccc(=O)oc12 (stereo not drawn)
  TDP1 cell noCPT: u
  DT40 TDP1 CPT: u
  TDP1 block: 5%

> O=C(CN1CCOCC1)N1c2ccccc2Sc2ccc(Cl)cc21
  TDP1 cell noCPT: -27%
  DT40 TDP1 CPT: -11%
  TDP1 block: x

(cont.)
SMILES | TDP1 cell noCPT | DT40 TDP1 CPT | TDP1 block
CCC/C(=N/Nc1ccc(Cl)cc1)c1cnnc(-c2ccccc2)n1 | u | u | x
Nc1ncc(-c2ccccc2)n1CC1CCCO1 (stereo not drawn) | 18µM* | u | 11%
CCN(CC)S(=O)(=O)c1ccc(C(=O)OC2CCCCC2CN(C)C)cc1 (stereo not drawn) | u | -6% | 4%
COC(=O)CC1Nc2ccccc2SC1=O (stereo not drawn) | 3% | 1% | 7%

Screens deposited in PubChem BioAssay by National Center for Advancing Translational Sciences (NCATS).

Hits appear at their usual frequency; 18% or so of the library scored in one or more.
